697 NFkB inh – inhibitors of PMA/ionomycin-induced NF-kB reporter, 697 cells, primary screen, B-cell NF-kB inhibitor project, cell-based, luminescence, uHTS; 697 B-cell NF-kB luciferase reporter, 16 h; inhibition, % at 4 µM; 330,000 tested, 0.33% active; in the data active means inhibition above about 35%
APJ antagonist – antagonists of human apelin receptor APJ, primary screen, CHO-K1 cells, beta-arrestin complementation, luminescence; inhibition, % at 20 µM; 330,000 tested, 0.32% active; AID 2521, 2010;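 active means inhibition above about 40% at 20 µM, limit read from the data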;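 further: cells challenged with 10 nM apelin-13 agonist together with compound; plate controls were apelin-13 plus DMSO wells for no effect and DMSO wells lacking apelin-13 for full effect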
APJ agonist – agonists of human apelin receptor APJ, primary screen, CHO-K1 cells, PathHunter beta-arrestin, luminescence. 0% DMSO wells, 100% apelin. 330,000 tested, 0.11% active. activation, % at 20 µM. AID 2520, 2010. P35414;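 active means activation more than six SD over the plate average, tested at 20 µM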;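 further: 0% = DMSO alone and 100% = apelin-13 at 10 nM; some results filed as inactive read as strong as hits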
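Incubation: overnight seeding, 90 min compound at 25 °C, 1 h detection; test system: PathHunter CHO-K1 APJ (AGTRL-1) beta-arrestin reporter cells; amount: 1000 cells/well; doses: one dose, 20 µM compound, 1% DMSO; measured by: beta-gal luminescence; measure: agonist-driven arrestin binding to APJ; benchmarks: negative DMSO alone, positive Apelin-13 at 10 nM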
UPR CHOP act – activators of apoptotic CHOP UPR arm, primary screen, cell-based, CHO-CHOP luciferase reporter, luminescence, uHTS. 330,000 tested, 0.34% active. activation, % at 10 µM. UPR activation; percent of tunicamycin response over DMSO baseline;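 active means at 10 µM dose, activation of 40% or more, normalized to positive control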;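 further: 100% = tunicamycin at 10 µg/mL and 0% = DMSO alone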
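Assay system: CHO cells with stable CHOP pathway luciferase reporter; Buffer or medium: F12 plus 10% serum; Times: 16-18 h cell attachment, then 6 h compound exposure, 37 °C; Signal: luciferase luminescence; Read-out basis: percent activation relative to tunicamycin control; Control set: tunicamycin high control, DMSO low control.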
UPR XBP1 act – activators of adaptive XBP1 UPR arm, primary screen, cell-based, CHO-XBP1 luciferase reporter, luminescence, uHTS; activation, % at 20 µM; IRE1-XBP1 UPR activation; percent of tunicamycin response, DMSO as zero; 330,000 tested, 0.33% active;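 active means versus positive control, 20 µM dose yields 30% or more activation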;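 further: 100% = tunicamycin at 10 µg/mL and 0% = DMSO only wells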
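Signal: luciferase luminescence; Assay system: CHO-XBP1 luciferase reporter cells; Amount: one thousand reporter cells per well; Dosing: 20 µM single concentration, DMSO 1%; Benchmarks: high control tunicamycin 10 µg/mL final, low control DMSO vehicle only; Schedule: 6 h compound exposure at 37 °C, 5% CO2; Evaluation: percent activation relative to tunicamycin reference.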
Mdm2 MdmX PPI – inhibitors of human Mdm2-MdmX association, primary screen, cell-based, luminescence, split luciferase, SaOS-2, uHTS | inhibition, % at 8 µM | 330,000 tested, 3% active | Protein Mdm4 (Homo sapiens) + E3 ubiquitin-protein ligase Mdm2 (Homo sapiens), … | SaOS-2 split-luciferase Mdm2/MdmX complementation | AID 485346, 2010;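 active means inhibition of at least 50% at 8 µM in the primary screen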
Target sequence (O15151 whole entry, looked up): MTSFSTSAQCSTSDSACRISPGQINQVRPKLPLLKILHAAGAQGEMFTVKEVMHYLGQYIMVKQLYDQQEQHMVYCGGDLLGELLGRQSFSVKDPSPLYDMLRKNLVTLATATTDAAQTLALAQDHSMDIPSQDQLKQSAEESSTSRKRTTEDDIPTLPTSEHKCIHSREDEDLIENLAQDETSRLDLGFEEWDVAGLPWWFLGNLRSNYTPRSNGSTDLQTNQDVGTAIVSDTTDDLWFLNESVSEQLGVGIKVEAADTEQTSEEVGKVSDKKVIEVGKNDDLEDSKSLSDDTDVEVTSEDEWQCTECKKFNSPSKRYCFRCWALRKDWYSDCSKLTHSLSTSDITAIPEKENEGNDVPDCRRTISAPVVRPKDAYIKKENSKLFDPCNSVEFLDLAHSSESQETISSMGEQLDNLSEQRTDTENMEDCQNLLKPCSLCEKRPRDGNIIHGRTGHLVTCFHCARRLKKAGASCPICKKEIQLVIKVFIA
Target sequence (Q00987 whole entry, looked up): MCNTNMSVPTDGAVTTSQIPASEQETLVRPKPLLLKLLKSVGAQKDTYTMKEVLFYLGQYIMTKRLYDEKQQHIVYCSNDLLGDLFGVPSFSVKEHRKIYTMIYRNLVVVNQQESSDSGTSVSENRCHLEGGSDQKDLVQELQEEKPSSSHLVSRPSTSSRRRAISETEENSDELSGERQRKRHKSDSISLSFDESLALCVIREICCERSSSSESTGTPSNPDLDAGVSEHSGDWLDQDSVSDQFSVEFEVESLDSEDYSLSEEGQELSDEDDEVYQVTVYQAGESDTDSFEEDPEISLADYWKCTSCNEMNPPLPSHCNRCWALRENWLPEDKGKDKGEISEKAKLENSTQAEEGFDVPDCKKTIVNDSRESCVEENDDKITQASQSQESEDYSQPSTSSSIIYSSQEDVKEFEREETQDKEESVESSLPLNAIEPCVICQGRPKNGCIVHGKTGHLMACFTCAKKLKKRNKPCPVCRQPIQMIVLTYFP
Jurkat NFkB inh – inhibitors of induced NF-kB luciferase reporter, primary screen, TCR NF-kB activation inhibitor project, cell-based, luminescence, uHTS; Jurkat, PMA/ionomycin-induced NF-kB luciferase reporter; 330,000 tested, 0.53% active; inhibition, % at 4 µM; in the data active means inhibition above about 50%
tim23-1 inh – growth inhibitors of tim23-1 mutant yeast, primary screen, luminescence, uHTS. S. cerevisiae tim23-1 growth, BacTiter-Glo luminescence, 24 h. inhibition, % at 20 µM. 330,000 tested, 1.3% active;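 active means growth inhibition of the mutant yeast at or above 50%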;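 further: temperature-sensitive mutant grown at 25 °C; plate controls were DMSO-treated mutant yeast for no effect and medium wells lacking yeast for full effect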
* marks the source's active call; other numbers are inactive results; . = not tested or not shown.

No.	mol	697 NFkB inh	APJ antagonist	APJ agonist	UPR CHOP act	UPR XBP1 act	Mdm2 MdmX PPI	Jurkat NFkB inh	tim23-1 inh
1	Cc1ccc(NC(=O)C2COc3ccccc3O2)c(C)c1 (configuration not stated)	14	8	-2	3.0	-2	14	-26	22
2	CCCOc1ccc(C(=O)CCC(=O)OCC(=O)Nc2ccc(Oc3ccccc3)cc2)cc1	-11	4	1	2.7	1	17	7	10
3	Cn1c(Cn2cnc(Cl)c2Cl)nc2ccccc21	9	-7	0	-1.4	-4	17	12	6
4	CN(C)S(=O)(=O)c1ccc(N2CCCC2)c(C(=O)N2CCC(C(N)=O)CC2)c1	-21	-32	-11	0.3	0	-1	-11	-1
5	CSCC[C@H](NC(=O)c1ccc(Cl)c(S(=O)(=O)N2CCCC2)c1)c1nc2ccccc2[nH]1	14	11	-5	-1.8	-5	-3	-3	3
6	Cc1cc(NC(=O)c2cc(-c3cccs3)on2)no1	35	8	-3	4.3	3	-4	-2	8
7	CSc1nc(N2CCOCC2)c2c(c1C#N)CC(C(C)C)OC2 (configuration not stated)	-6	-7	2	0.1	-3	33	4	6
8	CCOC(=O)[C@@H]1[C@H]2COc3ccc(Br)cc3[C@H]2N2C(=O)N(c3ccc(C(F)(F)F)cc3)C(=O)[C@]12C	2	21	-1	-1.7	-3	11	7	26
9	CCOc1ccccc1NC(=O)C1CCN(S(=O)(=O)c2ccc(OC)c(OC)c2)CC1	-16	-5	3	1.6	-4	-26	-6	20
10	Cc1ccc(N2CCN(CCc3nc4cc(NS(C)(=O)=O)ccc4n3C)CC2)cc1	-4	3	-1	-1.5	4	-6	-1	2
11	Cc1cccc(CSc2nnc(CCCCCNC(=O)OC(C)(C)C)o2)c1	-3	9	-1	0.8	-1	-20	-1	-25
12	COc1ccccc1NC(=O)C1CCCN(S(=O)(=O)c2ccc3[nH]c(=O)ccc3c2)C1 (configuration not stated)	4	-52	-1	-1.1	0	-1	5	-7
13	CN(C(=O)COc1ccc(Cl)cc1Br)C1CCCCC1	-7	-2	0	3.9	1	-42	-23	28
14	C=C(C)COc1ccc(-c2[nH]ncc2-c2ccc(OC)c(OC)c2)c(O)c1	-60	-1	1	0.3	3	66*	64*	36
15	COC(=O)c1cc(COC(=O)CNC(=O)c2ccc(Br)cc2)oc1C	18	9	-1	-0.1	-2	6	6	-1

An excerpt of these results, with two lines to a compound.
Values run as follows: 697 NFkB inh	APJ antagonist	APJ agonist	UPR CHOP act	UPR XBP1 act	Mdm2 MdmX PPI	Jurkat NFkB inh	tim23-1 inh
4	CN(C)S(=O)(=O)c1ccc(N2CCCC2)c(C(=O)N2CCC(C(N)=O)CC2)c1
  -21	-32	-11	0.3	0	-1	-11	-1
5	CSCC[C@H](NC(=O)c1ccc(Cl)c(S(=O)(=O)N2CCCC2)c1)c1nc2ccccc2[nH]1
  14	11	-5	-1.8	-5	-3	-3	3
6	Cc1cc(NC(=O)c2cc(-c3cccs3)on2)no1
  35	8	-3	4.3	3	-4	-2	8
7	CSc1nc(N2CCOCC2)c2c(c1C#N)CC(C(C)C)OC2 (configuration not stated)
  -6	-7	2	0.1	-3	33	4	6
8	CCOC(=O)[C@@H]1[C@H]2COc3ccc(Br)cc3[C@H]2N2C(=O)N(c3ccc(C(F)(F)F)cc3)C(=O)[C@]12C
  2	21	-1	-1.7	-3	11	7	26
9	CCOc1ccccc1NC(=O)C1CCN(S(=O)(=O)c2ccc(OC)c(OC)c2)CC1
  -16	-5	3	1.6	-4	-26	-6	20

New compounds follow.
No.	mol	697 NFkB inh	APJ antagonist	APJ agonist	UPR CHOP act	UPR XBP1 act	Mdm2 MdmX PPI	Jurkat NFkB inh	tim23-1 inh
16	COc1cc(COc2ccc(-c3nnco3)cc2)ccc1OC(F)F	13	-7	-1	2.1	4	16	2	3
17	Cc1cc(C(=O)N2CCCC(N3CCN(c4cccc(Cl)c4)CC3)C2)no1 (configuration not stated)	8	-3	0	-1.2	9	7	8	30
18	CCOc1cc(CNCc2ccncc2)cc(Cl)c1OC	-22	7	1	0.7	2	-38	2	9
19	CN1CCC(=NNC(=O)c2ccco2)CC1	19	11	-3	-0.1	3	-4	3	4
20	Cc1nc2ccc(NC(=O)C3=NN(C)C(=O)CC3)cc2s1	-21	-9	0	1.5	6	-28	-21	-6
21	Cc1cc(C(=O)N/N=C/c2cccs2)no1	-16	10	0	2.6	1	-7	2	0
22	O=C(COc1ccccc1)Nc1ccccc1NS(=O)(=O)c1cccs1	8	-8	1	-1.6	1	11	4	10
23	CC(C)(C)CC(=O)O/N=C(\N)c1ccncc1	5	-4	1	-0.6	-1	-4	7	0
24	Cc1n[nH]c(C)c1Sc1ccccc1N=Cc1cc(Cl)cc([N+](=O)[O-])c1O	-3	23	-2	-1.4	-1	16	5	22
25	C=CCOn1c(=O)c(-c2ccccc2)[n+]([O-])c2ccccc21	12	17	-3	0.5	-3	9	8	7
26	Cc1nn(-c2ccccc2)c(C)c1C(=O)OCC(=O)NCc1ccco1	23	16	1	-0.4	-3	20	-2	5
27	CCOC(=O)C1=C(c2ccccc2)O/C(=C(/C(=O)OC)C(F)(F)F)S1	-4	16	-1	1.7	0	11	-9	7
28	COc1cc(C2C(C#N)=C(N)OC3=C2C(=O)CC(C)(C)C3)cc2c1OCO2 (configuration not stated)	-14	7	-3	-2.0	0	3	-1	13
29	COc1ccccc1CN1CCN(Cc2cc(OC)c(OC)cc2OC)CC1	-12	5	-3	-2.1	-2	-33	-3	8
30	COc1ccc(S(=O)(=O)N2CCN3CCCC3C2)cc1 (configuration not stated)	0	8	6	-0.8	-3	11	4	-1
31	COC(=O)c1cc(S(=O)(=O)N2CCCCC2)ccc1N1CCOCC1	5	-21	-1	-0.5	-4	6	5	-17
32	Cc1cc(NC(=O)CN2CCCC(C)C2)n(-c2nc3ccccc3s2)n1 (configuration not stated)	12	2	-2	-0.8	0	21	2	21
33	COc1ccc(-c2csc(N(CCCN(C)C)C(=O)c3ccc(C(C)(C)C)cc3)n2)cc1	-22	-11	-1	-1.9	-3	54*	-17	19
34	COc1ccc(C(CCN2CCCCC2)c2c(OC)cc(OC)c3c(-c4ccccc4)cc(=O)oc23)cc1 (configuration not stated)	1	21	12	2.8	18	94*	15	5
35	CCCCc1ccc(NC(=O)CSc2nc3ncccc3[nH]2)cc1	-33	-10	4	6.5	-4	34	0	10
36	Cc1ccc(S(=O)(=O)NC(C(=O)N2CCOCCOCCOCCOCC2)c2ccccc2)cc1 (configuration not stated)	3	-38	-2	-0.2	0	-22	1	11
37	O=C(O)CC1SC(=Nc2ccc(O)cc2)NC1=O (configuration not stated)	6	10	3	1.7	0	5	10	-4
38	CC(C)(C)C(=O)NC1CCN(S(=O)(=O)c2cccc(C(F)(F)F)c2)CC1	3	4	-1	-1.7	1	13	-10	10
39	CCC(N=c1cc(-c2ccc(OC)cc2)oc2ccc(C)cc12)C(=O)O (configuration not stated)	-179	2	-1	6.3	1	-162	-134	44
40	CC(C)=CCC/C(C)=C/CNC(=O)C[C@H]1C[C@H](C(=O)N2CCOCC2)[C@@]2(C)c3[nH]c4ccc(Cl)cc4c3CCN2C1=O	17	.	.	11	26	88*	.	33
41	O=C(Cn1ncc2c(=O)oc3ccccc3c21)N1CCN(c2ccccn2)CC1	-5	0	-3	1.6	-2	-18	-12	16
42	O=C(NCC1CCCO1)c1cccc(NS(=O)(=O)c2ccccc2)c1 (configuration not stated)	4	-9	1	2.0	-2	-21	9	-19
43	Cc1ccc(CN(C)C(=O)c2cccc(S(=O)(=O)N3CCCC3)c2)cc1	10	-9	-6	-0.5	-2	6	5	33
44	O=C(CN1CCc2ccccc2C1)N1CCN(S(=O)(=O)c2ccccc2)CC1	15	12	-3	-0.2	0	3	-7	17
45	COc1ccccc1CNC(=O)CCCc1ccccc1	-38	3	2	2.8	-1	-12	-24	-2

Some of the entries above, set out differently:
34) COc1ccc(C(CCN2CCCCC2)c2c(OC)cc(OC)c3c(-c4ccccc4)cc(=O)oc23)cc1 (configuration not stated)
  697 NFkB inh: 1	APJ antagonist: 21	APJ agonist: 12	UPR CHOP act: 2.8	UPR XBP1 act: 18	Mdm2 MdmX PPI: 94*	Jurkat NFkB inh: 15	tim23-1 inh: 5

35) CCCCc1ccc(NC(=O)CSc2nc3ncccc3[nH]2)cc1
  697 NFkB inh: -33	APJ antagonist: -10	APJ agonist: 4	UPR CHOP act: 6.5	UPR XBP1 act: -4	Mdm2 MdmX PPI: 34	Jurkat NFkB inh: 0	tim23-1 inh: 10

36) Cc1ccc(S(=O)(=O)NC(C(=O)N2CCOCCOCCOCCOCC2)c2ccccc2)cc1 (configuration not stated)
  697 NFkB inh: 3	APJ antagonist: -38	APJ agonist: -2	UPR CHOP act: -0.2	UPR XBP1 act: 0	Mdm2 MdmX PPI: -22	Jurkat NFkB inh: 1	tim23-1 inh: 11

37) O=C(O)CC1SC(=Nc2ccc(O)cc2)NC1=O (configuration not stated)
  697 NFkB inh: 6	APJ antagonist: 10	APJ agonist: 3	UPR CHOP act: 1.7	UPR XBP1 act: 0	Mdm2 MdmX PPI: 5	Jurkat NFkB inh: 10	tim23-1 inh: -4

Following part
No.	mol	697 NFkB inh	APJ antagonist	APJ agonist	UPR CHOP act	UPR XBP1 act	Mdm2 MdmX PPI	Jurkat NFkB inh	tim23-1 inh
46	CC(=O)NC1C(OCc2cccc(Br)c2)OC(COC(C)=O)C(OC(C)=O)C1OC(C)=O (configuration not stated)	17	9	-4	0.3	1	6	-3	93*
47	Nc1ccc(CN2CCOCC2)cc1	5	-1	-4	-1.2	0	23	9	-8
48	COC(=O)C1=C(C)N(c2ccc(OC)c(OC)c2)C(=O)/C1=C\c1cccs1	10	30	-5	0.2	-1	-6	-9	16
49	CCC1=Nc2cc(C(=O)NCCN3CCOCC3)ccc2Sc2ccc(C)cc21	-10	14	3	0.1	-2	-37	-6	-1
50	CCOC(=O)c1[nH]c(=O)c2ccccc2c1O	26	29	-7	-0.1	0	18	15	-28
51	Cc1ccc(OCCCSc2n[nH]c(N)n2)cc1	2	-15	-3	2.0	2	6	-3	1
52	Cc1ccc(CNC(=O)C2CCN(S(=O)(=O)c3cnc[nH]3)CC2)cc1	-4	0	4	-2.1	-7	12	-8	14
53	CC(C)[C@H](NS(=O)(=O)c1ccc2c(c1)OCCO2)C(=O)OCC(=O)Nc1cc(Cl)ccc1Cl	0	-2	9	-1.0	0	-6	0	26
54	COC(=O)c1cc(COc2ccc3c4c(c(=O)oc3c2)CCC4)c(C)o1	14	2	-3	-1.2	4	15	4	15
55	COC(=O)[C@@]1(Cc2ccc(OC)cc2)[C@H]2c3cc(C(=O)N4CCCC4)n(C[C@H](O)CO)c3C[C@H]2CN1C(=O)c1ccccc1	16	16	-4	0.0	0	-5	4	12
56	CC1(C)CC(=O)C2=C(C1)Nc1[nH]n(-c3ccccc3)c(=O)c1C2c1ccc2c(c1)OCO2 (configuration not stated)	6	-5	-1	1.5	0	10	1	0
57	O=C(Cc1ccccc1Cl)Nc1cccc(S(=O)(=O)N2CCOCC2)c1	1	20	2	0.0	-1	0	3	11
58	Cc1nn(C)cc1C(=O)Nc1cc(Oc2ccc(Cl)cc2)cc([N+](=O)[O-])c1	-2	-24	0	-2.9	0	21	1	17

Screening data deposited in PubChem BioAssay by Sanford-Burnham Center for Chemical Genomics.

Outcome played no part in choosing rows; about 5% have a hit in one of these screens.
